# Bioassay records (PubChem BioAssay)
# H9c2 TAG inh: triacylglycerol accumulation inhibition; inhibition, % at 12.5 µM; hit rate 0.66% among 230,000; H9c2 cells, Nile Red lipid (TAG) fluorescence; cells loaded with 200 µM oleic acid;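 active means pattern-corrected inhibition of lipid staining of at least 50% with the nuclear-stain viability signal not falling by more than 50%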;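 further: 0% = DMSO wells and 100% = triacsin C control wells; some results filed as inactive read as strong as hits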
# H9c2 TAG inh DAPI viability: recorded beside H9c2 TAG inh, whose call it bears; DAPI nuclei signal change (viability), lower = more cytotoxic, %;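 whole-well DAPI fluorescence read on a plate reader as a viability signal; minus 50 percent equals half of cells still viable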
# * hit, by the source's call; & = joins results of further samples. Some of the compounds tested. The share of hits here may be higher or lower than overall.
SMILES,H9c2 TAG inh,H9c2 TAG inh DAPI viability
CC(=O)c1ccc2noc(-c3ccc(F)cc3)c2c1,2,2
O=C(CSc1nnc(CNC(=O)c2cccs2)o1)NCCc1ccccc1,-20,3
CCCN1CCC(NC(=O)C2CC=CCC2C(=O)O)CC1 (configuration not stated),14,-1
COc1ccc2c(c1)CN(C)S(=O)(=O)c1ccccc1-2,-11,10
CC1(C(=O)NS(=O)(=O)c2ccc(Cl)cc2)CCN1C(=O)c1ccco1 (configuration not stated),7,5
COC(=O)c1sc(NC(=O)COc2c(C)cccc2C)nc1C,5,-3
CC(=O)c1cnc2cc(-c3cccc(Br)c3)nn2c1C,3,15
CC(C)(C)OC(=O)N(CCc1ccccc1)Cc1ccc(OCc2cccc(NC(=O)C3CCC3)c2)cc1,3,10
S=C(NCc1ccco1)N1CCN(c2ccccn2)CC1,1,5
Cc1cccn2c(=O)c(C=NCCO)c(NCc3ccco3)nc12,12,11
FC(F)(F)c1cnc(COc2cc(Cl)cc(Cl)c2)c(Cl)c1,-1,7
Cc1ccccc1C(=O)c1cccn1CC(=O)O,-4,4
OCCC1CN(Cc2ccncc2)CCN1C1CCCC1 (configuration not stated),0,-4
CCC(C)(C)C1CCC2(CC1)NC(=O)N(CC(=O)N(C)CCOc1ccc(Cl)cc1)C2=O (configuration not stated),26,-6
CCOc1ccc2nc(SCC(=O)c3ccc(C)s3)sc2c1,-136,9

# Look-ups from above:
# In H9c2 TAG inh, Cc1ccccc1C(=O)c1cccn1CC(=O)O reads -4
# In H9c2 TAG inh, CCCN1CCC(NC(=O)C2CC=CCC2C(=O)O)CC1 (configuration not stated) reads 14
# In H9c2 TAG inh DAPI viability, S=C(NCc1ccco1)N1CCN(c2ccccn2)CC1 reads 5
# In H9c2 TAG inh DAPI viability, O=C(CSc1nnc(CNC(=O)c2cccs2)o1)NCCc1ccccc1 reads 3
# In H9c2 TAG inh DAPI viability, OCCC1CN(Cc2ccncc2)CCN1C1CCCC1 (configuration not stated) reads -4

# Reprinted at random: 2 records from the list
SMILES,H9c2 TAG inh,H9c2 TAG inh DAPI viability
CC(C)(C)OC(=O)N(CCc1ccccc1)Cc1ccc(OCc2cccc(NC(=O)C3CCC3)c2)cc1,3,10
CCC(C)(C)C1CCC2(CC1)NC(=O)N(CC(=O)N(C)CCOc1ccc(Cl)cc1)C2=O (configuration not stated),26,-6

# (listing goes on)
SMILES,H9c2 TAG inh,H9c2 TAG inh DAPI viability
Cc1cc(N)n2ncc(-c3ccc(F)cc3)c2n1,13,-9
CCc1nnc(NC2=NCCC2)s1,5,-9
CCOC(=O)C(C(=O)Nc1ccc(C)cc1)C1CCCCC1 (configuration not stated),4,-10
O=C1CSC(=S)N1N=Cc1c(O)ccc2ccccc12,1,-4
CC(=O)C1=C(c2ccccc2)NC(=O)NC1c1ccc(O)c(Cl)c1 (configuration not stated),-2,3
Cc1c(Cl)cccc1NC(=O)CNC(=O)C1CCN(C(=O)Nc2ccccc2)CC1,10,-5
COCCn1c(SCC(=O)Nc2cccc(S(N)(=O)=O)c2)nc2ccccc21,1,1
CCn1c(=O)cc(SCC(=O)N2CCN(c3ccccc3F)CC2)c2ccccc21,10,-9
CCOc1cc(N2CCOCC2)c(OCC)cc1NC(=O)CCS(=O)(=O)c1ccc(Cl)cc1,13,1
Cc1ccc(NC(=O)CNc2cc(S(=O)(=O)N3CCOCC3)ccc2NCC2CCCO2)cc1F (configuration not stated),5,-3
O=c1cc(-c2ccccc2)n(S(=O)(=O)c2ccccc2)o1,1,1
O=C(CCCOc1ccc(Cl)cc1Cl)NCC1CCCO1 (configuration not stated),-9,11
CNC(=O)CSc1nnc(-c2ccco2)n1-c1cccc(C)c1C,0,-1
Cc1ccc2cccc(Oc3cnccn3)c2n1,-9,10
CSc1nc(-c2ccccc2)c(-c2ccccc2)[nH]1,-5,-3

# 3 structures from above, sorted by SMILES length, falling.
SMILES,H9c2 TAG inh,H9c2 TAG inh DAPI viability
CNC(=O)CSc1nnc(-c2ccco2)n1-c1cccc(C)c1C,0,-1
CCOC(=O)C(C(=O)Nc1ccc(C)cc1)C1CCCCC1 (configuration not stated),4,-10
CSc1nc(-c2ccccc2)c(-c2ccccc2)[nH]1,-5,-3

# The list goes on:
SMILES,H9c2 TAG inh,H9c2 TAG inh DAPI viability
CC1CCc2c(sc3ncn(N)c(=N)c23)C1 (configuration not stated),16,2
O=C(CN1C(=O)COc2ccccc21)Nc1ccc(N2CCOCC2)cc1,-4,2
COc1ccc(-n2c(Cc3cccn3C)nnc2SCC(=O)Nc2ccc(C)c(Cl)c2)cc1,-5,-12
COc1ccc(-c2[nH]c(-c3ccc(C)cc3)nc2SCC(=O)Nc2nccs2)cc1,12,10
Nc1cccc(-c2nc3ccc(N)cc3s2)c1,3,74
O=C(COC(=O)c1ccc2c(c1)OCCO2)NCc1ccccc1Cl,2,1
CCCn1c(SCC(=O)N(C)CC(=O)Nc2ccc(Cl)cc2)n[nH]c1=O,28,-3
COc1ccc(NC(=O)CN2CCN(c3c(C)cc(C)cc3C)CC2)cc1,1,1
C[C@H](CO)N1C[C@H](C)[C@@H](CN(C)C(=O)NC2CCCCC2)Oc2ccc(NC(=O)CCC(F)(F)F)cc2C1=O,-6,-10
COc1ccccc1NC(=O)/C(=N/OCc1ccc(F)cc1)C(C)=O,1,-8
CC(C)COC(=O)C(C)Nc1n[nH]c(=S)[nH]c1=O (configuration not stated),9,1
CCOC(=O)C1(CCc2ccccc2)CCN(C(=O)CN2CCOC2=O)CC1,7,-4
COC(=O)N/N=C\c1c(C)[nH]n(-c2ccccc2)c1=O,1,5
O=C(O)c1ccc(N2C(=O)CC(SC(=NCc3ccc4c(c3)OCO4)Nc3ccccc3)C2=O)cc1 (configuration not stated),1,1
Cc1c(Cl)cnc(NC(=O)COC(=O)C(NC(=O)c2ccco2)C(C)C)c1Cl (configuration not stated),1,3
CN(C)C(=O)CSc1cccc2cccnc12,96,-60
CCC(CC)C(=O)N=C1SC2CS(=O)(=O)CC2N1CCc1ccc(OC)c(OC)c1 (configuration not stated),8,-9
Cc1cccc(NC(=O)c2cccc(NC3=NC4CS(=O)(=O)CC4S3)c2)c1 (configuration not stated),19,-5
C[C@@H](CSc1ccc(Br)cc1)CN1CC[C@H](C(C)(C)C)CCC1=O,-48,6
COc1ccc(S(=O)(=O)N(C)C[C@H]2Oc3ccc(NS(=O)(=O)c4cccs4)cc3C(=O)N([C@H](C)CO)C[C@@H]2C)cc1,5,-6
Cc1[nH]n(-c2ccccc2)c(=O)c1CCOC(=O)c1ccc(C(F)(F)F)cc1,1,13
CC1(C)C2CCC(C2)C1(C)NC(=O)CN1CCOCC1 (configuration not stated),1,-7
CN1CCN(CCCN2c3ccccc3Sc3ccc(C(F)(F)F)cc32)CC1,5&2&-4,13&21&10
O=C1CCCC2=C1C(c1ccc(O)c(Br)c1)C1=C(CCCC1=O)N2c1ccccc1,-5,-5
CC(N=C1NS(=O)(=O)c2ccccc21)c1ccccc1 (configuration not stated),-5,6
Cc1cc(N)n(-c2ccc(S(N)(=O)=O)cc2[N+](=O)[O-])n1,5,-6
O=C(CSc1nc2ccccc2c(=O)n1-c1ccccc1F)NC1CC1,9,-2
CCC1CC2CC(NC(C)=O)C1C2 (configuration not stated),4,-7
Cc1nn(Cc2ccc(F)cc2)c(C)c1NC(=O)CCCn1nc([N+](=O)[O-])cc1C,-13,3
COc1ccc(CCNC(=O)C2CCN(S(=O)(=O)c3cccc4nsnc34)CC2)cc1OC,5,3
CC(C)CNC(=O)NC(=O)COC(=O)Cn1cnc2ccccc2c1=O,-5,-9
CN1CCN(C(=O)C2(NC(=O)Nc3ccccc3Cl)CCCCC2)CC1,0,4
CC(C)c1ccc(NC(=O)CSc2nnc(-c3ccccn3)n2C)cc1,10,-2
CC(=O)c1nc2ccccc2n1CCc1ccccc1,-5,16
Cc1ccc(CN(c2ccc(C(=O)N3CCOCC3)cc2)S(C)(=O)=O)cc1,4,2
COCOc1cccc(CN2CCC2(C)C(=O)Nc2ccc(C)cc2)c1 (configuration not stated),12,-5
Cc1cc(=O)oc2cc(OCC(=O)OCC(=O)N(CCC#N)c3ccccc3)ccc12,5,2
COc1ccccc1CC(NC(C)=O)C(=O)NC1CCN(c2nnnn2-c2ccccc2)CC1 (configuration not stated),-18,7
CC(C)NC(=O)c1ccc(N2CCOCC2)nc1,-10,0
COc1ccc(-c2nc3ccc(C)cc3c(=O)o2)cc1OC,5,2
CCN(CC)CCN(CC(=O)Nc1c(C)cc(C)cc1C)C(=O)c1ccccc1,13,-4
C[C@]12c3[nH]c4ccccc4c3CCN1C(=O)C(CC(=O)NCCCn1ccnc1)C[C@@H]2C(=O)N1CCOCC1 (some centres not stated),6,3
CCOC(=O)c1cnc(SCC(=O)Nc2sc(C)c(C)c2C#N)nc1N,19,-9
COc1ccc(OC)c(NC(=O)c2ccc(-c3csc(C)n3)cc2)c1,-12,-4
CC(C)Nc1nnc(SCC(=O)c2c(N)n(Cc3ccccc3)c(=O)n(C)c2=O)s1,-3,0
O=Cc1c[nH]c2ccc(OCc3ccccc3)cc12,-18,7
O=C(CSc1ccc(-c2ccccc2)nn1)N1CCCCC1,-17,4
CC(OC(=O)/C=C/c1ccccc1)C(=O)Nc1ccc(C(N)=O)cc1 (configuration not stated),1,6
CC(=O)Nc1c(C)ccc([N+](=O)[O-])c1C,-5,6
CCN(CC)CCOC(=O)c1ccc(NC(=O)CCCN2C(=O)/C(=C/c3cccs3)SC2=S)cc1,6,-1
O=C(CCCCCN1C(=O)CCC1=O)Nc1ncn[nH]1,-21,6
O=[N+]([O-])c1ccc(N2CCN(Cc3ccncc3)CC2)cc1,-8,1
O=C(c1cn(CC(=O)N2CCCC2)c2ccccc12)C1CCCCC1,9,-1
Cc1ccc(C(=O)N2CCc3ccccc32)cc1C,-19,-2
CCOC(=O)N1CCN(CC(=O)Nc2ccc([N+](=O)[O-])cc2C(=O)Nc2ccccc2F)CC1,12,-3
CC(=O)c1ccc(S(=O)(=O)Nc2ccc(S(=O)(=O)N3CCCCC3)cc2)cc1,3,-4
COc1ccc(C(CNC(=O)c2ccc(N3CCCC3=O)cc2)N2CCCC2)cc1 (configuration not stated),2,-3
Cc1noc(C)c1-c1ccc(C(=O)Nc2cccc(NS(C)(=O)=O)c2)c2occc12,40,-14
CCN(c1ccccc1)S(=O)(=O)c1cccc(C(=O)NCC(c2ccc(OC)cc2)N2CCCCC2)c1 (configuration not stated),9,7
CC1(C)CC(=O)C(C=NCCN2CCN(C(=O)CCl)CC2)=C(O)C1,11,-5
# The list continues:
SMILES,H9c2 TAG inh,H9c2 TAG inh DAPI viability
CCc1nccn1CCC(=O)N1CCc2c([nH]c3ccccc23)C1CC(C)C (configuration not stated),2,1
CCOc1ccc(C(=O)N(CC(=O)Nc2cccc(C)c2C)CC2CCCO2)cc1OC (configuration not stated),19,-3
Nc1ncc(C(=O)O)c(-c2ccccc2)n1,30,-10
Cc1cc(C(=O)N/N=C/c2ccc3c(c2)OCO3)c(C)o1,0,9
CN(C)CC[C@@H](c1ccc(Br)cc1)c1ccccn1,13,-2
Cc1ccc(O)c(C(=O)/C=C/c2ccc3c(c2)OCCCO3)c1,5,-5
Cc1ccc(CNC(=O)c2ccc(CN3CCOCC3)cc2)cc1,2,-9
CCOC(=O)C1(C)CCCN(C(=O)c2cc(C)on2)C1 (configuration not stated),29,-28
Cn1nc(C(C)(C)C)c(NC(=O)c2ccc(F)cc2)c1C(C)(C)C,11,-3
CC(=O)Cn1ncc(N2CCCCC2)c(Cl)c1=O,4,1
CCSC1=N/C(=C\c2ccc(-c3ccccc3[N+](=O)[O-])o2)C(=O)S1,9,1
COc1ccc(NC(=O)NC2CCCCCCC2)cc1OC,7,-14
CCOc1cccc2sc(=NC(=O)CCS(=O)(=O)c3ccc(F)cc3)n(C)c12,11,-7
CC(C)NC[C@H](O)COc1cccc2ccccc12,-4,5
CCOC(=O)N1CCN(c2ncnc3c2[nH]c2ccc(OC)cc23)CC1,0,3

# Some of the entries above, set out differently:
CCOC(=O)C1(C)CCCN(C(=O)c2cc(C)on2)C1 (configuration not stated)
- H9c2 TAG inh: 29
- H9c2 TAG inh DAPI viability: -28
Cn1nc(C(C)(C)C)c(NC(=O)c2ccc(F)cc2)c1C(C)(C)C
- H9c2 TAG inh: 11
- H9c2 TAG inh DAPI viability: -3

# Next records follow.
SMILES,H9c2 TAG inh,H9c2 TAG inh DAPI viability
CC(C)=N/N=C1/NC(=O)C(Cc2ccccc2)S1 (configuration not stated),-14,14
O=C(NCC1CCCO1)c1cn(-c2ccccc2)nc1-c1ccccc1 (configuration not stated),-4,-7
CN1c2ccccc2Oc2nnc(Cl)cc21,-4,4
COc1ccc([N+](=O)[O-])cc1NC(=O)CSCc1ccccc1C,-20,11
CC(Sc1ccc2ccccc2c1)C(=O)NC(N)=O (configuration not stated),-3,5
COc1cc(CNCc2ccccn2)ccc1OCc1ccc(Cl)cc1Cl,7,17
CC1CCCCC1NC(=O)CSc1nnc(-c2ccccc2)n1N (configuration not stated),13,-7
CC1(c2nnc(-c3ccc(Cl)cc3)o2)CC(c2cccnc2)=NO1 (configuration not stated),-8,-5
N/C(Cc1ccc(Cl)cc1Cl)=N\OC(=O)c1cccs1,9,-10
S=C(NCCc1ccccc1)NC1CCC(NC(=S)NCCc2ccccc2)CC1 (configuration not stated),6,-2
Cc1cc(Cl)ccc1OCC(=O)OCC(=O)N(CC(C)C)c1c(N)n(Cc2ccccc2)c(=O)[nH]c1=O,8,9
Cc1nc([N+](=O)[O-])c(Br)n1Cc1ccccc1,-2,2
Cn1c(CCN2CCOCC2)nc2cc(NC(=O)c3cccs3)ccc21,-3,5
CC(C(=O)NCC1CCCCC1)N1CCc2ccccc2C1 (configuration not stated),-7,4
CCOC(=O)/C(C#N)=C\c1c(C)cc(C)c(COC(C)=O)c1C,0,4
O=C1CCCCN1CCCC(=O)N1CCCC(Nc2ccccc2)C1 (configuration not stated),-11,-10
O=C(Nc1nnc(-c2cc(Cl)ccc2Cl)o1)c1ccco1,1,4
O=C(COc1ccc(Cl)cc1Cl)N1CCCCCC1,3,2
Cc1oc(S(=O)(=O)N2CCOCC2)cc1C(=O)Nc1ccc(Cl)cc1,-10,6
